Compound activity as filed in PubChem BioAssay.
TEAD-YAP inh – TEAD-YAP interaction inhibition, primary screen, TEAD-YAP interaction inhibitor project, luminescence, HEK-TIYL cells; inhibition, % at 9.12 µM; TEAD-Gal4/YAP UAS-luciferase luminescence; AID 1259422, 2018; actives 1.4% (n = 640,000); in the data active = inhibition above about 32%;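 also: 0% = median of test compound wells and 100% = reference inhibitor wells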
GPR151 ag – activators of human GPR151, primary screen, cell-based, PathHunter beta-arrestin, luminescence; activation, % at 11.2 µM; actives 1% (n = 650,000); G-protein coupled receptor 151 (Homo sapiens), Q8TDV0; PathHunter beta-arrestin GPR151 cells; in the data active = activation above about 4.9%;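 also: 0% = median of compound wells and 100% = cells with positive control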
Target sequence (Q8TDV0 whole entry, looked up): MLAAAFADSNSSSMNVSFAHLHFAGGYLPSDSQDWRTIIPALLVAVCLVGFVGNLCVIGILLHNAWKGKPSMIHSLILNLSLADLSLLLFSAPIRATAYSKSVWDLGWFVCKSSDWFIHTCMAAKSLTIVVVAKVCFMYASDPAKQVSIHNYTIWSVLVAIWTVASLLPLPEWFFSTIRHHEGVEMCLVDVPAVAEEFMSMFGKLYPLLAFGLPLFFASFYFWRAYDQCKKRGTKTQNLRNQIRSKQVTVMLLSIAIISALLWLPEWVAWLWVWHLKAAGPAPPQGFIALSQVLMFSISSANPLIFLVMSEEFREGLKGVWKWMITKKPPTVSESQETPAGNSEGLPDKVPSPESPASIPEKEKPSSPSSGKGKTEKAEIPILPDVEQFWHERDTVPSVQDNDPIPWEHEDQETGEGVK
FBW7 activator – FBW7 E3 ligase activators, primary screen, biochemical, AlphaScreen, human | AlphaScreen FBW7–phospho-cyclin E peptide binding, activator screen | actives 0.13% (n = 650,000) | F-box/WD repeat-containing protein 7 (Homo sapiens), Q969H0 | normalized activity (activation), % at 26.1 µM; in the data active = normalized activity above about 1.9%;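 also: purified mutant Fbw7 with reduced substrate affinity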
Target sequence (Q969H0 whole entry, looked up): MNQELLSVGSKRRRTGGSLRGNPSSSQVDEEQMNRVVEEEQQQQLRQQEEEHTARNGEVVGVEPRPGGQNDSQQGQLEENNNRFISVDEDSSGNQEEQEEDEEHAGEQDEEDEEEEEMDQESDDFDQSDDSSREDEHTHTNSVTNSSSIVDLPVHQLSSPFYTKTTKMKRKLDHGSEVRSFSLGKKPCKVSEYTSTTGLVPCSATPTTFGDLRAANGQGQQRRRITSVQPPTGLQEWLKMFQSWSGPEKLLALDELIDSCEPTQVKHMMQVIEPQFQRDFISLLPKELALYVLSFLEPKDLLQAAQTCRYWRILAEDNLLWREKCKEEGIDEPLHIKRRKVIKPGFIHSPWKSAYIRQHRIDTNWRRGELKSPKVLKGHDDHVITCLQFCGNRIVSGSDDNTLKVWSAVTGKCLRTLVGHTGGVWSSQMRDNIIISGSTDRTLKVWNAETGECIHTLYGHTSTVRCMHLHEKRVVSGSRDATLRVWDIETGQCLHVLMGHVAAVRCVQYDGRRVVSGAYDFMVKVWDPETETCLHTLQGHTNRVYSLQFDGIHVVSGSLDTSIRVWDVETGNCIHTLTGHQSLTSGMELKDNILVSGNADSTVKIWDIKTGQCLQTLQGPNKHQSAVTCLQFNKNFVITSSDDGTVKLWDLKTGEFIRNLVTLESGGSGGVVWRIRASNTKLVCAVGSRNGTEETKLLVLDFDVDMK
MITF primary – MITF inhibitors, primary screen, biochemical, AlphaScreen, human. inhibition, % at 2.6 µM. Microphthalmia-associated transcription factor (Homo sapiens), O75030. AID 1259374, 2018. actives 0.91% (n = 650,000). AlphaScreen MITF homodimerization, bead proximity signal; in the data active = inhibition above about 50%;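 also: 0% = vehicle wells with protein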
Starred values were filed as active, the others as inactive.

Order of results – TEAD-YAP inh | GPR151 ag | FBW7 activator | MITF primary
1: O=c1ccsn1Cc1ccccc1
→ 21 | -1.4 | 0.0 | 7
2: Cc1c(C(=O)N2CCN(c3cccc(Cl)c3)CC2)sc2ncn(CC(=O)Nc3ccc(C(C)C)cc3)c(=O)c12
→ 4 | 1.2 | 0.0 | -4
3: CCOC(=O)c1cnc(SCC(=O)c2ccc(NC(=O)CC)c(OC)c2)nc1N
→ 1 | 0.0 | 0.0 | -3
4: CCC(=O)Nc1ccc(C(=O)Nc2ccc(C)cc2)cc1
→ -4 | 0.6 | 0.1 | 8
5: Cn1cc(/C=C(/C#N)c2ccc(C(=O)O)cc2)c2ccccc21
→ -14 | 1.2 | -0.1 | 0
6: COc1ccc(S(=O)(=O)n2nc(-c3ccc(Br)cc3)cc2N)cc1OC
→ -4 | 0.0 | -0.1 | -2
7: CC1CC(C)CN(S(=O)(=O)c2ccc(NC(=O)Cc3ccc4c(c3)OCCO4)cc2)C1 (centres undefined)
→ 4 | -2.0 | 0.1 | 9
8: O=C(c1ccc(N2CCC(NC3CCCCCC3)CC2)cc1)N1CCCC(O)C1 (centres undefined)
→ 1 | 0.1 | 0.1 | -9
9: O=C(NCCc1cccs1)C1CC(CCc2ccccc2)=NO1 (centres undefined)
→ -55 | 0.2 | -0.1 | 1
10: COc1ccccc1/C=C/C(=O)OCC(=O)NC(=O)NC1CCCC1
→ -4 | -0.4 | -0.1 | 0
11: COc1ccc2oc(=O)c(-c3nnc(Nc4ccc(Oc5ccc6ccccc6c5Cl)c(Cl)c4)s3)cc2c1
→ 6 | 3.0 | 0.8 | 6
12: COc1cccc(-c2nnc3sc4cc(C#N)c(C#N)cc4n23)c1
→ -2 | -0.7 | 0.0 | -9
13: CCc1ccc(NC(=O)CCC(=O)N/N=C/c2ccc(OC)cc2)cc1
→ 13 | -0.4 | 0.1 | -11
14: CCOC(=O)N1CCC(Nc2c(N3CCN(c4cccc(OC)c4)CC3)c(=O)c2=O)CC1
→ 9 | 0.4 | -0.1 | 6
15: CN1CCN(C(=O)CN2C(=O)c3cc(Cl)c(Cl)cc3C2=O)CC1
→ -2 | -1.6 | 0.3 | 28

Along the list, as entered above:
Compounds 3–8 in GPR151 ag: 0.0, 0.6, 1.2, 0.0, -2.0, 0.1
Compounds 3–8 in TEAD-YAP inh: 1, -4, -14, -4, 4, 1

Filtered by structure: the entries above with a halogen.
Order of results – TEAD-YAP inh | GPR151 ag | FBW7 activator | MITF primary
2: Cc1c(C(=O)N2CCN(c3cccc(Cl)c3)CC2)sc2ncn(CC(=O)Nc3ccc(C(C)C)cc3)c(=O)c12
→ 4 | 1.2 | 0.0 | -4
6: COc1ccc(S(=O)(=O)n2nc(-c3ccc(Br)cc3)cc2N)cc1OC
→ -4 | 0.0 | -0.1 | -2
11: COc1ccc2oc(=O)c(-c3nnc(Nc4ccc(Oc5ccc6ccccc6c5Cl)c(Cl)c4)s3)cc2c1
→ 6 | 3.0 | 0.8 | 6
15: CN1CCN(C(=O)CN2C(=O)c3cc(Cl)c(Cl)cc3C2=O)CC1
→ -2 | -1.6 | 0.3 | 28

Back to the main list; the five compounds before the break are reprinted first.
Order of results – TEAD-YAP inh | GPR151 ag | FBW7 activator | MITF primary
11: COc1ccc2oc(=O)c(-c3nnc(Nc4ccc(Oc5ccc6ccccc6c5Cl)c(Cl)c4)s3)cc2c1
→ 6 | 3.0 | 0.8 | 6
12: COc1cccc(-c2nnc3sc4cc(C#N)c(C#N)cc4n23)c1
→ -2 | -0.7 | 0.0 | -9
13: CCc1ccc(NC(=O)CCC(=O)N/N=C/c2ccc(OC)cc2)cc1
→ 13 | -0.4 | 0.1 | -11
14: CCOC(=O)N1CCC(Nc2c(N3CCN(c4cccc(OC)c4)CC3)c(=O)c2=O)CC1
→ 9 | 0.4 | -0.1 | 6
15: CN1CCN(C(=O)CN2C(=O)c3cc(Cl)c(Cl)cc3C2=O)CC1
→ -2 | -1.6 | 0.3 | 28
16: Cc1ccc(S(=O)(=O)CCc2nc3ccccc3[nH]2)cc1C
→ -8 | -2.1 | -0.1 | 0
17: COc1ccc([N+](=O)[O-])cc1/C=N/NC(=O)COc1ccc(Br)cc1OC
→ 4 | -0.2 | 0.1 | 0
18: Cc1ccc(S(=O)(=O)NCC(c2ccco2)N2CCOCC2)cc1 (centres undefined)
→ -5 | 0.5 | -0.1 | 2
19: O=C(Cc1ccccn1)N1C2CCC1CC(O)(c1ccco1)C2 (centres undefined)
→ -5 | 1.8 | 0.0 | -3
20: Cc1ccc(-n2ncc3c(=O)n(CC(=O)N4C(C)CCCC4C)cnc32)cc1 (centres undefined)
→ -6 | 2.0 | -0.1 | -1
21: O=C(NCc1ccco1)c1ccc2c(c1)N(Cc1ccc(Cl)cc1)C(=O)CS2
→ -6 | -1.6 | -0.1 | 3
22: C/C(=N\O)c1oc2ccc3c(C)cc(=O)oc3c2c1-c1ccccc1
→ -5 | -1.1 | 0.2 | 15
23: CC(C)C(=O)Nc1ccccc1I
→ -11 | 0.4 | 0.7 | 2
24: OCCN=C1CCCc2c1[nH]c1ccc(F)cc21
→ 9 | 2.0 | -0.2 | -13
25: Cc1cccc(N2CCN(C(=O)c3ccc(Cl)cc3[N+](=O)[O-])CC2)c1C
→ 28 | -0.4 | -0.2 | 10
26: CCOc1ccc(Nc2nnc(SCc3nc4ccccc4c(=O)[nH]3)s2)cc1
→ -2 | 1.3 | 0.1 | 4
27: COc1ccc(CCNC(=O)CCn2c(SCC(=O)Nc3ccc(C)cc3)nc3ccccc3c2=O)cc1OC
→ 4 | 0.3 | -0.1 | 0
28: COc1ccc(C2(O)CN(c3ccccc3C)C3=[N+]2CCCS3)cc1OC (centres undefined)
→ 0 | 0.2 | -0.1 | 5
29: CC(CNC(=O)CCN1Cc2cc(Cl)ccc2OC(C)C1)Oc1cccnc1 (centres undefined)
→ -5 | -0.3 | -0.1 | -5
30: Cc1ccc(S(=O)(=O)Nc2ccccc2C(=O)Nc2nc3ccc(Br)cc3s2)cc1
→ 55* | 1.4 | 0.1 | -16
31: CN1CCN(C(=O)c2ccc(-c3cccc(C(F)(F)F)c3)nc2N2CCOCC2)CC1
→ -12 | -0.8 | 0.6 | 21
32: Cc1nn2c(NCCCO)c3c(nc2c1-c1ccccc1)CCCC3
→ 2 | 0.9 | 0.1 | 7
33: Cc1cc(NS(=O)(=O)c2ccc(NC(=O)CCCCC(=O)Nc3ccc(S(=O)(=O)Nc4cc(C)on4)cc3)cc2)no1
→ 0 | 2.3 | -0.1 | -9
34: Cc1cc(C)c2[nH]c3nc(SC(C)C(=O)O)nnc3c2c1 (centres undefined)
→ -13 | -0.7 | -0.1 | -5
35: CN(C)C1(CNS(=O)(=O)c2cccc3nsnc23)CCCCC1
→ -9 | -0.8 | -0.1 | 3
36: CN1CCOCCOCCOCC1
→ 9 | 1.6 | 0.1 | 12
37: COCCCNC(=O)Cn1nnc(-c2ccccc2NC(=O)c2ccccc2F)n1
→ 9 | 3.1 | -0.1 | 1
38: O=C(Nc1nc(-c2cccs2)cs1)c1ccc([N+](=O)[O-])cc1
→ -3 | -2.3 | -0.4 | 19
39: COc1cccc(C2CC(c3ccc(Cl)cc3)=NC(c3ccc(C)cc3)N2)c1O (centres undefined)
→ -48 | -0.9 | 0.5 | 22
40: CC(C)C(=O)NCC1CCC2(CCN(Cc3cnn(-c4ccccc4)c3)CC2)O1 (centres undefined)
→ 4 | -1.0 | 0.0 | 18
41: CCOc1cc(/C=C/C(=O)O)c(Br)cc1OC
→ -2 | 0.7 | 0.0 | 4
42: COc1ccc2c(c1)sc1ncc(C(=O)NCCCO)c(=O)n12
→ 2 | -0.5 | 0.2 | -9
43: CC(C)(C)C1(O)CC(c2ccccc2)=NO1 (centres undefined)
→ 11 | -1.1 | 0.0 | 9
44: CC(C)C(C(=O)ON1C(=O)CCC1=O)N1C(=O)c2ccccc2C1=O (centres undefined)
→ -1 | 0.3 | -0.1 | -2
45: C/C(=N\N=C1\NC(=O)C(CC(=O)Nc2ccccc2[N+](=O)[O-])S1)c1ccccc1 (centres undefined)
→ -13 | -1.7 | 0.1 | 2
46: O=C1CSC(c2cn(-c3ccccc3)nc2-c2cccs2)N1Cc1ccccc1 (centres undefined)
→ -17 | -0.7 | -0.1 | 8
47: COc1ccc(CN2CCN(Cc3ccccc3)CC2)c(OC)c1C
→ 1 | -0.5 | 0.0 | 26
48: Cc1cc(NC(c2cccc([N+](=O)[O-])c2)c2ccc3cccnc3c2O)no1 (centres undefined)
→ 86* | 0.7 | -1.1 | 7
49: COC(=O)Nc1ccc(OC)cc1OC
→ 1 | -1.6 | -0.1 | 4
50: Cn1nnnc1SCC(=O)c1ccc(Br)s1
→ -13 | 0.7 | 0.0 | -2
51: Clc1cccc(-c2cnnc(NCc3cccc4[nH]ccc34)n2)c1
→ 0 | -0.9 | 0.2 | 18
52: CN(C)c1ccc(-c2n[nH]c3c2C(=O)CCC3)cc1
→ -53 | -5.0 | 0.2 | 16
53: Cc1nc(NC2=NCC(=O)N2)nc2ccccc12
→ 11 | -0.8 | 0.0 | -10
54: COc1cc(CN2CCN(Cc3cccs3)C(CCO)C2)ccc1F (centres undefined)
→ 5 | -1.4 | 0.0 | 5
55: COC(=O)c1ccc([C@@H]2C[C@H]3CN(Cc4cccnc4)C(=O)[C@]34CCCN24)cc1
→ 6 | -0.8 | -0.1 | 4
56: Cc1cc(I)ccc1NC(=O)c1ccc(N(C)S(C)(=O)=O)cc1
→ 16 | 1.7 | -0.1 | 11
57: CCc1ccc(NC(=O)CSc2nc3c([nH]c4ccccc43)c(=O)n2C)cc1
→ 2 | -0.3 | -0.1 | -9
58: CCc1nnc(NC(=O)CSc2nc3cccnc3n2C2CCCCC2)s1
→ -19 | -1.0 | -0.1 | 12
59: CCC(CO)NCc1ccc2c(c1)n(C)c(=O)n2C (centres undefined)
→ 4 | 1.4 | 0.0 | -6
60: C/C=C/C(=O)Nc1nnc(-c2ccccc2C)s1
→ 12 | 0.3 | 0.1 | -1
61: Cc1ccc(NC(=O)c2sc3ncn(CC(=O)N4CCN(c5ccccn5)CC4)c(=O)c3c2C)cc1
→ -2 | -0.7 | 0.7 | 4
62: COc1ccc(-c2cc(C(F)(F)F)n3nc(C(=O)N4CCOCC4)nc3n2)cc1
→ -2 | 0.1 | 0.8 | -12
63: CCN(CC)CCCCOc1ccccc1[N+](=O)[O-]
→ -8 | -0.5 | -0.1 | -1
64: O=C(NCc1cccnc1)c1cnc(N2CCN(c3ccccn3)CC2)s1
→ 9 | -0.4 | 0.0 | -4
65: CC12CCC(/C(=N/N=C(N)N)C1=O)C2(C)CBr (centres undefined)
→ 11 | -1.8 | 0.0 | 2
66: Cc1cccc(NC(=O)c2cnc3n(c2=O)CCS3)c1C
→ 0 | -0.2 | 0.3 | -1
67: COCCNc1nc(SCc2ccccc2Cl)nc2ccccc12
→ -11 | 1.8 | -0.1 | 0
68: CC(=O)Nc1ccc(Nc2cc(Cl)ncn2)cc1
→ -3 | -1.6 | -0.1 | -8
69: CCC(=O)N(Cc1ccc(F)cc1)Cc1cc2cc3c(cc2[nH]c1=O)OCO3
→ 4 | 0.5 | -0.1 | 2
70: CN1CCN(Nc2ncnc(N)c2[N+](=O)[O-])CC1
→ 0 | 2.3 | -0.1 | 14
71: COc1ccc(C(=O)N2N=C3CCC(C)CC3C2(O)C(F)(F)F)cc1OC (centres undefined)
→ -4 | -0.6 | 0.0 | -9
72: CCSc1nc2c(c(=O)n1C)C1(CCCCC1)Cc1ccccc1-2
→ -5 | -0.1 | -0.1 | -8
73: COc1ccc(CCn2c(SCc3cccc([N+](=O)[O-])c3)nc3ccsc3c2=O)cc1OC
→ -8 | -0.7 | 0.8 | 14
74: CCOC(=O)c1cnc2ccc(OC)cc2c1Nc1ccc(OC(F)(F)F)cc1
→ 14 | 1.5 | 0.0 | 6
75: COc1cccc(-c2cc3nc(C)cc(N4CCN(C(C)=O)CC4)n3n2)c1
→ 15 | -0.3 | 0.1 | 34

More compounds:
Order of results – TEAD-YAP inh | GPR151 ag | FBW7 activator | MITF primary
76: COc1cc2c(cc1OC)C(COc1cccc(C(F)(F)F)c1)N(C(=O)COc1ccccc1)CC2 (centres undefined)
→ -8 | -0.5 | 0.0 | -3
77: O=C(Nc1ccccc1)c1ccccc1N=Cc1cccc(O)c1
→ 9 | -0.9 | 0.0 | 5
78: O=C(Cc1ccc([N+](=O)[O-])cc1)NNC(=S)Nc1ccc(F)cc1F
→ 8 | 0.4 | 0.0 | -1
79: COc1cccc(OC)c1CN1CCc2nnc(CNC(=O)c3ccccc3)n2CC1
→ -5 | -0.4 | 0.1 | -4
80: O=[N+]([O-])c1ccc(N/N=C/c2cn[nH]c2-c2ccccc2)c([N+](=O)[O-])c1
→ 10 | -0.2 | 0.1 | 15
81: O=C(NCC1CCCN(Cc2cnc(-c3ccccc3)s2)C1)c1n[nH]c2ccccc12 (centres undefined)
→ 6 | 1.2 | 0.0 | -5
82: O=C(c1cccc([N+](=O)[O-])c1)c1ccc2c(c1)C(=O)N(c1ccccc1C(=O)O)C2=O
→ 12 | -1.0 | -0.1 | -5
83: NC(=O)CSc1nnc(NC(=O)c2cccc(C(F)(F)F)c2)s1
→ -7 | -2.0 | 0.0 | 8
84: COc1ccc(N(C(=O)COc2c(C)cccc2C)S(=O)(=O)c2ccc(C)cc2)cc1
→ 6 | 0.7 | 0.8 | 9
85: CC(C)(C)CC(C)(C)c1ccc(OC(=O)/C=C/c2ccc(Cl)cc2)cc1
→ -19 | -0.5 | 0.0 | -4
